Tau fluor counter = counter-screen for tau fibril formation inhibitors; AID 1463; tau K18 P301L Alexa594 fluorescence, heparin fibrillization; Potency, µM (top dose mostly 57.7 µM), without a hit: at the top dose activity change, negative = decrease; 0.93% of 280,000 active; note: nearly all actives have a fitted effect of over 55% in size
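Human tau K18 P301L (15 uM unlabeled, 0.24 uM Alexa 594-labeled) in 100 mM sodium acetate pH 7 with 20 uM heparin, 6 hr at 37 C. ThT 30 uM added, 1 hr ambient; Alexa 594 FP and total fluorescence read at 555/632 nm.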
Tau ThT inhib = tau fibrillization inhibition (ThT binding) | recombinant tau K18 P301L, heparin-induced fibrillization, ThT fluorescence | Potency, µM (series often up to 57.4 µM), for the others: top-dose activity, negative = inhibition, hits mostly inhibitors | P10636 | 2.1% of 270,000 active | AID 1460; note: nearly all actives have a fitted effect of over 55% in size
Target sequence (P10636 561-689 P618L limits assumed): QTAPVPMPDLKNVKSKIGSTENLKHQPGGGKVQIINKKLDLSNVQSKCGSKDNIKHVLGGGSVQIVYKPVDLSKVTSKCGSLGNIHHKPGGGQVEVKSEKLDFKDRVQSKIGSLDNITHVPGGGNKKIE
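Fibril formation assay: tau K18 P301L at 15 uM with trace Alexa 594 label, heparin inducer 20 uM, pH 7 sodium acetate buffer, 37 C for 6 hr; endpoint ThT signal.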
ALDH1A1 inh = blocks purified human ALDH1A1 activity. Purified ALDH1A1, NADH fluorescence, propionaldehyde substrate. Potency, µM (titrated, usually from 75.3 µM), without a hit: top-dose activity, negative = inhibition, usual class: inhibitors. 7.3% of 220,000 active. AID 1030; active = well fitted inhibition curve with a large enough effect, not every such curve was filed as active; inconclusive = small, poorly fitted or top-dose-only effect, or another doubt; inactive = no such curve, though single readings can be large or run the other way;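 note: plate controls were no enzyme wells and a reference inhibitor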
Target sequence (P00352 whole entry, looked up): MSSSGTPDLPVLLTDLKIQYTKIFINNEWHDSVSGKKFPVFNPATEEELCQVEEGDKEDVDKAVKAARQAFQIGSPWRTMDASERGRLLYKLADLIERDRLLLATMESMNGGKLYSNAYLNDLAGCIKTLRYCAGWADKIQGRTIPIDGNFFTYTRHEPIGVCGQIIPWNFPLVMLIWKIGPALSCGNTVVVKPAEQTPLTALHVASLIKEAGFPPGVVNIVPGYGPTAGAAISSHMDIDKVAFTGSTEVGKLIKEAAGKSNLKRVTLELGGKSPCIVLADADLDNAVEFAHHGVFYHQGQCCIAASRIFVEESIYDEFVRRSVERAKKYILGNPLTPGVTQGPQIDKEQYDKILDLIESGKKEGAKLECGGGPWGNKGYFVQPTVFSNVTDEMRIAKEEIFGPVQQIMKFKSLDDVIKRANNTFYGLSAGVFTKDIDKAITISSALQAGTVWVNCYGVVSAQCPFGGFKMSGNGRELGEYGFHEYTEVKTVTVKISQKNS
L3MBTL1 inh = inhibitors of human L3MBTL1 | Potency, µM (top dose mostly 57.1 µM), for inactives: top-dose activity, negative = inhibition, usual class: inhibitors | Q9Y468 | 0.66% of 230,000 active | AlphaScreen L3MBTL1–H3K9me1 peptide binding; note: nearly all actives have a fitted effect of over 60% in size
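First, the protein-peptide complex forms for 30 min at room temperature (L3MBTL1 50 nM, biotinylated H3K9me1 peptide 75 nM). Next, compounds are pin-transferred and incubated 30 min. Finally, AlphaScreen beads are added and read after 30 min.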
TRb-SRC2 inh = inhibitors of human thyroid hormone receptor beta-SRC2 interaction. P10828. TRbeta-SRC2 peptide binding, fluorescence polarization; receptor liganded with 1 µM T3. Potency, µM (doses to about 106 µM), without a hit: at the highest dose activity change, negative = inhibition, most hits filed as inhibitors. 0.065% of 280,000 active;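 note: plate controls were bound peptide for no effect and peptide without receptor for full effect; nearly all actives have a fitted effect of over 50% in size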
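Decrease in fluorescence polarization of 20 nM Texas Red SRC2 coactivator peptide flagged inhibition of its binding to 0.6 uM TRb LBD; 1 uM T3 included, incubation 5 hr, ex 555/em 632 nm.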
aGal spleen mod = alpha-galactosidase A (human) modulation; P06280; human spleen homogenate, 4MU-alpha-Gal fluorescence, 40 min; Potency, µM (top dose mostly 80 µM), for inactives: at the top dose activity change, negative = inhibition, most hits filed as inhibitors; 0.008% of 240,000 active;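 note: 0% = enzyme with vehicle and -100% = no enzyme basal signal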
Target sequence (P06280 32-429 limits assumed): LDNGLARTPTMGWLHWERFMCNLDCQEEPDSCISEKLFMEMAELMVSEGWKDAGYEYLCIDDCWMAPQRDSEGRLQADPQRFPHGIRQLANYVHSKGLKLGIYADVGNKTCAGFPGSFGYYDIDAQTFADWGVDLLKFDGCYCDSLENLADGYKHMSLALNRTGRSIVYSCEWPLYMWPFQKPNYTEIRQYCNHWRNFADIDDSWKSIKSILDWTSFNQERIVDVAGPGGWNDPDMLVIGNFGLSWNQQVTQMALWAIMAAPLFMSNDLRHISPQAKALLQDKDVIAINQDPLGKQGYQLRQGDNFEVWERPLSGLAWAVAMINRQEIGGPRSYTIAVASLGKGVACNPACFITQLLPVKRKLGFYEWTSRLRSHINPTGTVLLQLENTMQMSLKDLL
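Human spleen homogenate (1 ug) was the enzyme source, with 4-methylumbelliferyl-alpha-D-galactopyranoside (1 mM final) in pH 5.0 citrate buffer with 0.01% Tween-20. Compounds were titrated; after 40 min at 37C, NaOH/glycine stop, 4-MU fluorescence read; AC50 from Hill fits.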
Tau FP inhib = inhibitors of human tau fibril formation | 0.39% of 280,000 active | P10636 | Potency, µM (titrated, usually from 57.7 µM), inactives show top-dose activity, negative = inhibition, usual class: inhibitors | K18 P301L tau heparin fibrillization, Alexa594 FP, 6 h; note: nearly all actives have a fitted effect of over 55% in size
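FP of Alexa 594-tau after heparin (20 uM) induction. Substrate: human K18 P301L, 15 uM unlabeled, 0.24 uM labeled. Buffer 100 mM sodium acetate pH 7. 6 hr, 37 C.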
TR SRC2 fluor cs = Texas Red fluorescence interference in TRb-SRC2 counter-screen | 0.29% of 280,000 active | TRb/SRC2 Texas Red total fluorescence interference | Potency, µM (series often up to 106 µM), for inactives: at the top dose fluorescence change, negative = quenching; active = well fitted curve in either direction with a large enough effect; inconclusive = small, poorly fitted or top-dose-only effect
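Human TRb ligand-binding domain at 0.6 uM with 20 nM Texas Red SRC2 peptide in Tris buffer containing 1 uM T3 and 5% DMSO, incubated with compound 5 h at ambient temperature. Total fluorescence (555/632 nm) calculated as parallel + 2 × perpendicular.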
An asterisk follows results filed as active; ? = inconclusive; · = not tested or not shown; [ ] = another dose, or the depositor's remark. Unless noted, calls come from the whole dose curve; as a rule, active = well fitted curve in the direction sought with a large enough effect; inconclusive = small, poorly fitted or top-dose-only effect, or another doubt; inactive = no such curve, though single readings can be large; an effect the other way counts as inactive or inconclusive. Unless noted, % is set by controls: 0 for no effect and ±100 for the full control effect; potency is the fitted concentration of half-maximal effect.

Start of the data: the first 5 compounds (preview)
Structure	Tau fluor counter	Tau ThT inhib	ALDH1A1 inh	L3MBTL1 inh	TRb-SRC2 inh	aGal spleen mod	Tau FP inhib	TR SRC2 fluor cs
O=C(c1ccccc1)C1C(c2ccccc2)C1[N+](=O)[O-] (stereo unspecified)	-14%	-3%	·	8%	3%	0%	-6%	-3%
CCC(=O)N1CN(S(=O)(=O)c2ccc(C)cc2)CC1C (stereo unspecified)	4%	1%	-5%	0%	2%	9%	-2%	0%
COCc1[nH]nc2c1C(c1cccc(OC)c1)C(C#N)=C(N)O2 (stereo unspecified)	5%	13%	28µM*	-8%	-24%	20%	2%	0%
CC1CN(C(=O)CSc2ncnc3sccc23)CC(C)O1 (stereo unspecified)	-7%	-19%	2%	4%	-6%	-1%	5%	-5%
COc1ccc(C2c3cc(OC)c(OC)cc3CCN2C2CC(=O)N(c3ccccc3)C2=O)cc1OC (stereo unspecified)	-2%	-3%	-11%	·	-7%	2%	6%	-3%

This part in full, repeating the preview:
Structure	Tau fluor counter	Tau ThT inhib	ALDH1A1 inh	L3MBTL1 inh	TRb-SRC2 inh	aGal spleen mod	Tau FP inhib	TR SRC2 fluor cs
O=C(c1ccccc1)C1C(c2ccccc2)C1[N+](=O)[O-] (stereo unspecified)	-14%	-3%	·	8%	3%	0%	-6%	-3%
CCC(=O)N1CN(S(=O)(=O)c2ccc(C)cc2)CC1C (stereo unspecified)	4%	1%	-5%	0%	2%	9%	-2%	0%
COCc1[nH]nc2c1C(c1cccc(OC)c1)C(C#N)=C(N)O2 (stereo unspecified)	5%	13%	28µM*	-8%	-24%	20%	2%	0%
CC1CN(C(=O)CSc2ncnc3sccc23)CC(C)O1 (stereo unspecified)	-7%	-19%	2%	4%	-6%	-1%	5%	-5%
COc1ccc(C2c3cc(OC)c(OC)cc3CCN2C2CC(=O)N(c3ccccc3)C2=O)cc1OC (stereo unspecified)	-2%	-3%	-11%	·	-7%	2%	6%	-3%
COc1ccc(Cn2c(C(=O)O)c(CNCc3ccco3)c3ccc(OC)cc32)cc1	6%	1%	·	·	1%	·	9%	-1%
CCOC(=O)CSc1cc(C(F)(F)F)nc(-c2ccccn2)n1	0%	-9%	-4%	-2%	3%	0%	6%	1%
CCOc1ccc(NC(=S)N(CCOC)C(C)c2ccco2)cc1 (stereo unspecified)	-13%	-11%	·	·	-4%	8%	4%	-1%
CC(=O)N[C@H](CC(C)C)C(=O)O	-12%	-6%	3%	·	-4%	-2%	-12%	-1%
CC12CCC(C(=O)N(CSC(=S)N/N=C\c3ccccc3)C1=O)C2(C)C (stereo unspecified)	?	?	?	?	10%	6%	?	2%
O=C(NCc1cccnc1)c1ccc(Cl)c(S(=O)(=O)N2CCCCCC2)c1	-5%	4%	-6%	1%	-2%	6%	-1%	2%
CCCCn1nc(C(=O)Nc2nc3c(s2)CCCC3)c2ccccc2c1=O	-7%	?	?	-10%	-13%	-9%	4%	1%

Single entries from the results shown.
In aGal spleen mod, CCC(=O)N1CN(S(=O)(=O)c2ccc(C)cc2)CC1C (stereo unspecified) shows 9%
In TR SRC2 fluor cs, COCc1[nH]nc2c1C(c1cccc(OC)c1)C(C#N)=C(N)O2 (stereo unspecified) shows 0%
In TRb-SRC2 inh, CCOC(=O)CSc1cc(C(F)(F)F)nc(-c2ccccn2)n1 shows 3%

(list continues)
Structure	Tau fluor counter	Tau ThT inhib	ALDH1A1 inh	L3MBTL1 inh	TRb-SRC2 inh	aGal spleen mod	Tau FP inhib	TR SRC2 fluor cs
CCOC(=O)CNc1ccc(C(=O)OCC)cc1[N+](=O)[O-]	17%	-11%	-4%	-2%	2%	3%	7%	1%
CCOc1ccc(C(C)(C)C)cc1S(=O)(=O)n1nc(C)cc1C	-10%	-16%	?	-5%	2%	0%	1%	0%
O=C(NCc1cccs1)c1ccccc1F	-4%	-13%	-2%	3%	-1%	-2%	9%	-3%
Cc1ccc(-c2nc3s/c(=C\c4ccco4)c(=O)n3n2)cc1	-13%	?	6%	?	3%	6%	4%	-4%
CCC(CC)C(=O)Nc1ccc(OCc2cc(=O)n3c4c(sc3n2)CCCC4)cc1	-3%	-4%	·	·	-1%	·	-5%	-3%
Cc1ccnc(SCC(=O)Nc2sc3c(c2C#N)CCCC3)n1	-14%	-11%	10%	-2%	3%	6%	-1%	0%
O=C(Nc1cccc2[nH]ncc12)c1ccc(F)cc1	-1%	-4%	5%	4%	-1%	-8%	5%	-4%
CCc1cc2cc3c(cc2nc1SCC(=O)Nc1cc(OC)c(OC)cc1C(=O)O)OCO3	2%	-14%	?	0%	-3%	1%	-4%	-2%
C=CCN(c1ccccc1C(=O)O)S(=O)(=O)c1ccc(NC(=O)OC)cc1	1%	·	·	·	6%	2%	4%	-3%
CC(=O)c1cc2c(cc1NC(=O)CCC1CCCC1)OCO2	2%	0%	4%	115%[activator]	-3%	7%	5%	-8%
CC1CCc2nn(CC(=O)NC3CCCC(C)C3C)cc2C1 (stereo unspecified)	-11%	-2%	2%	2%	-7%	2%	-10%	-1%
C/C(=N\Nc1ncc(Cl)cc1Cl)c1ccc2c(c1)OCO2	-5%	-12%	2%	-13%	3%	11%	-2%	1%

Compound profiles (already shown). Values in the order: Tau fluor counter | Tau ThT inhib | ALDH1A1 inh | L3MBTL1 inh | TRb-SRC2 inh | aGal spleen mod | Tau FP inhib | TR SRC2 fluor cs
CCc1cc2cc3c(cc2nc1SCC(=O)Nc1cc(OC)c(OC)cc1C(=O)O)OCO3 across the screens: 2% | -14% | ? | 0% | -3% | 1% | -4% | -2%
C/C(=N\Nc1ncc(Cl)cc1Cl)c1ccc2c(c1)OCO2 across the screens: -5% | -12% | 2% | -13% | 3% | 11% | -2% | 1%

(further entries)
Structure	Tau fluor counter	Tau ThT inhib	ALDH1A1 inh	L3MBTL1 inh	TRb-SRC2 inh	aGal spleen mod	Tau FP inhib	TR SRC2 fluor cs
COc1ccc(C2N=C(c3ccccc3)C(C)(C)N2O)cc1OC (stereo unspecified)	-4%	-12%	-6%	5%	-4%	-6%	0%	-2%
CCCCNC(=S)N(C)/N=C/c1sc(N2CCCCC2)nc1-c1cccs1	-29%	-4%	-2%	19%	-8%	-6%	13%	0%
O=C(O)COc1ccccc1/C=N/NC(=O)c1cc(-c2ccc(F)cc2)nc2ccccc12	-5%	-6%	0%	2%	-5%	-5%	8%	-5%
COc1ccc(N2CCN(C(=O)c3cccc(Cn4cc(Cl)cn4)c3)CC2)cc1	-19%	?	-7%	·	-19%	-11%	-5%	1%
Cc1csc2nc(CNS(=O)(=O)c3ccc(-c4ccccc4)cc3)cn12	-1%	-17%	3%	9%	1%	1%	11%	3%
Cc1cc(NC(=O)C2CCCN(S(=O)(=O)c3cnc[nH]3)C2)ccc1Br (stereo unspecified)	-14%	-10%	8%	·	-8%	-4%	-9%	0%
COc1ccc(C(=O)CCC(=O)Nc2ccc(F)cc2F)cc1	-1%	-5%	·	·	-5%	·	-5%	-7%
CC(C)C12CN3CC(C(C)C)(CN(C1)C31C(=O)Nc3ccccc31)C2=O (stereo unspecified)	18%	15%	-4%	·	2%	6%	5%	8%
Cc1ccc(-c2nc3c(c(=O)[nH]c(=O)n3Cc3ccccc3)n2C)o1	-15%	?	?	10µM*	-1%	-8%	-15%	-11%
Cc1ccc(C(=O)OCC(=O)Nc2ccccc2N2CCOCC2)cc1	-18%	-15%	?	-3%	-13%	1%	-9%	0%
Nc1cccn2c(-c3ccc(Cl)c(Cl)c3)cnc12	?	13µM*	25µM*	?	-1%	-4%	-6%	-4%
CCc1cccc(C)c1Nc1c(-c2ccc(N(C)C)cc2)nc2ncccn12	?	14µM*	·	·	8%	·	?	2%

Remaining list, next part
Structure	Tau fluor counter	Tau ThT inhib	ALDH1A1 inh	L3MBTL1 inh	TRb-SRC2 inh	aGal spleen mod	Tau FP inhib	TR SRC2 fluor cs
C=Cn1cc[n+](CC(=O)c2ccc(C)cc2)c1	-5%	-4%	12%	·	-6%	-5%	-8%	-1%
CC1=C(Sc2nc3ccccc3[nH]2)C(=O)NC(C)(C)C1	2%	7%	2%	-2%	2%	1%	-6%	-3%
N#C/C(=C\c1ccc(N2CCOCC2)o1)C(=O)NC1CCCCC1	-20%	?	·	-6%	-1%	1%	2%	0%
CC/C(=N\NC(=O)c1cccnc1)c1ccc2c(c1)OCCO2	-10%	-10%	2%	·	-2%	5%	6%	-3%
CCN(CC)C(=O)CSc1nnc(SCc2ccc(Cl)cc2)s1	-10%	-2%	?	6%	6%	-6%	2%	-6%
O=C(N1CCOCC1)N1c2ccccc2CC(N2CCOCC2)c2ccccc21 (stereo unspecified)	-1%	-7%	-2%	·	4%	19%	1%	-4%
Cc1ccc(S(=O)(=O)Nc2ccc(S(=O)(=O)Nc3cc(C)nc(C)n3)cc2)cc1	-4%	8%	4µM*	4%	2%	-7%	-8%	-2%
CNC(=O)Nc1ccc2nc(C)oc2c1	-3%	-1%	·	1%	8%	8%	1%	2%

Structures above containing a nitro group on carbon (2):
Structure	Tau fluor counter	Tau ThT inhib	ALDH1A1 inh	L3MBTL1 inh	TRb-SRC2 inh	aGal spleen mod	Tau FP inhib	TR SRC2 fluor cs
O=C(c1ccccc1)C1C(c2ccccc2)C1[N+](=O)[O-] (stereo unspecified)	-14%	-3%	·	8%	3%	0%	-6%	-3%
CCOC(=O)CNc1ccc(C(=O)OCC)cc1[N+](=O)[O-]	17%	-11%	-4%	-2%	2%	3%	7%	1%
